ABCB6 inh 2: human ABCB6 transporter inhibition. Q9NP58. 360,000 compounds, 0.19% hits. K562-ABCB6 porphyrin accumulation, flow cytometry, 1 h; active compounds read low. fluorescence ratio to DMSO, % at 10 µM;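 active means fluorescence ratio to DMSO below 75%, the collection mean minus 3 SD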;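 further: signal is porphyrin accumulated inside mitochondria; 100% equals median channel fluorescence of DMSO control wells; lower ratio means ABCB6 inhibition with less porphyrin fluorescence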
m5-HT2A agonist: activates the mouse 5-HT2A serotonin receptor | P35363 | CHO-K1 mHTR2A beta-arrestin complementation, luminescence; percent of 30 µM serotonin response | activation, % at 7.6 µM | 360,000 compounds, 0.66% hits | AID 624169;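 active means activation above a run cutoff, the mean activation of all tested compounds plus 3 SD, cut at about 14% in these data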;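 further: 0% = plate median of compound wells and 100% = 30 µM serotonin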
Glyco luc inh: blocks N-linked glycosylation in D54 reporter cells; D54 ERlucT glycosylation luciferase reporter, 24 h; percent of 100 nM tunicamycin response; reporter increase, % at 12.5 µM; 360,000 compounds, 0.23% hits; AID 588692;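 active means mean luciferase reporter signal, scaled so untreated is 0 and the glycosylation-blocking control 100, at or above a set limit in every replicate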;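 further: luciferase carries N-glycosylation sites so blocking glycosylation raises the light; 0% = median of neutral control wells and 100% = median of 100 nM tunicamycin wells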
NOD2-RIPK2 inh: NOD2-RIPK2 protein interaction inhibition; O43353; CHO BLA complementation NOD2-RIPK2, CCF4 ratio; inhibition, % at 4.98 µM; 360,000 compounds, 0.38% hits; in the data active means inhibition above about 21%;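 further: 0% = vehicle only and 100% = reference blocker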
TLR9-MyD88 inh: TLR9-MyD88 interaction inhibition | inhibition, % at 4.98 µM | CHO BLA complementation TLR9-MyD88, CCF4 FRET ratio | Q9NR96+Q99836 | AID 504734 | 340,000 compounds, 0.21% hits;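 active means inhibition above the mean over all tested compounds plus 3 SD, cut at about 21% in these data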;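 further: 0% = DMSO only wells and 100% = clavulanate BLA inhibitor control wells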
NCOA2 inhibitor: inhibits human steroid receptor coactivator 2. 370,000 compounds, 0.17% hits. Q15596. AID 651957. HEK293 GAL4-SRC2 luciferase reporter, luminescence. inhibition, % at 9 µM;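 active means inhibition above the mean inhibition of all tested compounds plus 3 SD, set per campaign, cut at about 52% in these data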;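 further: 0% = DMSO treated cells and 100% = cells given Gossypol at 36 µM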
ABHD5 PLIN5 PPI: blocks binding of human ABHD5 to perilipin-5; inhibition, % at 4 µM; AID 602281; Split G. princeps luciferase complementation, luminescence, 4 h; 360,000 compounds, 0.78% hits;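 active means inhibition above the mean inhibition across every tested compound plus 3 SD, cut at about 22% in these data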;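 further: 0% = DMSO only wells and the 100% control is not disclosed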
MC4R ag barr: human MC4R agonism via beta-arrestin; P32245; U2OS MC4R beta-arrestin complementation, luminescence; percent of melanotan II response, DMSO zero; activation, % at 8.9 µM; 360,000 compounds, 0.98% hits;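 active means activation above a per-plate cutoff, the mean activation of sample wells on that plate plus 3 SD, cut at about 8% in these data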
MC4R antagonist: human MC4R antagonism in cAMP assay; P32245; MC4R-expressing cells, MTII-stimulated cAMP, LANCE TR-FRET; 360,000 compounds, 0.48% hits; inhibition, % at 6.5 µM;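 active means inhibition above its plate's cutoff, the mean of tested wells on that plate plus 3 SD, cut at about 29% in these data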;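 further: 0% = Melanotan II alone and 100% = Melanotan II plus saturating MCL0020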
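Assay system: human MC4R-expressing U2OS cells; reagent: Melanotan II stimulation of cells; dosing: 6.5 µM single dose; timing: compound 30 min, challenge 1 h, detection 1 h; signal: TR-FRET cAMP assay; replicates: one well per compound, no replicates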
H9c2 protect: myocardial damage modulation in H9c2 cells | H9c2 cardiomyocytes, H2O2 injury protection, ATPLite, 2 h | protection from H2O2 cell death, % at 20 µM | 360,000 compounds, 0.63% hits | AID 588492;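 active means compounds giving at least 50% protection of heart cells from peroxide-induced death in the single-dose screen, raw or plate-pattern-corrected value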;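 further: 0% = DMSO wells with peroxide and 100% = DMSO wells without peroxide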
Active calls of the source: *.

Sample of the layout (10 entries):
mol | ABCB6 inh 2 | m5-HT2A agonist | Glyco luc inh | NOD2-RIPK2 inh | TLR9-MyD88 inh | NCOA2 inhibitor | ABHD5 PLIN5 PPI | MC4R ag barr | MC4R antagonist | H9c2 protect
O=C(OCC1OC2OC3(CCCCC3)OC2C2OC3(CCCCC3)OC12)c1ccccc1 (configuration not stated) | 102 | -3 | -2 | -2 | 0 | 2 | -3 | 1.4 | 10 | -8
CCOc1ccccc1NC(=O)Cn1nnc(C(=O)Nc2ccc(C)cc2)c1N | 96 | -1 | 0 | -5 | -1 | -14 | -5 | 6.2 | -1 | -9
CCOC(=O)C1CCN(S(=O)(=O)c2ccc(C)cc2)CC1 | 109 | -1 | 10 | 2 | -2 | 3 | 2 | -1.2 | -5 | -5
Cc1ccsc1/C=N/N1CCOCC1 | 103 | 8 | 2 | -3 | 1 | -47 | 4 | -2.5 | -4 | 8
Fc1ccc(Cn2cc(C(=S)N3CCOCC3)c3ccccc32)cc1 | 96 | -5 | -3 | 2 | 0 | 7 | 2 | -2.4 | -2 | -2
CC1CCN(Cc2nc(-c3ccc(Cl)cc3)no2)CC1 | 100 | 0 | 0 | 0 | -13 | -8 | -3 | -0.4 | -3 | -5
O=C1OC[C@@H]2CCCN2C(=O)[C@H](CC(=O)N(CCO)Cc2ccccc2)C/C=C\CC[C@@H]1Cc1ccc(F)cc1 | 99 | -2 | 0 | 6 | 5 | 20 | -3 | 0.1 | 3 | 3
COc1cccc(C(=O)N2CCN(Cc3nc(-c4ccoc4)oc3C)CC2)c1 | 98 | -2 | 2 | 2 | 9 | 1 | 7 | -2.6 | 7 | -2
O=C(COC(=O)/C=C/c1nc2ccccc2s1)Nc1cccc(Cl)c1Cl | 95 | 5 | 0 | 5 | 0 | -21 | 0 | -0.6 | 28 | -1
CCCC(CCC(=O)Nc1cccc([N+](=O)[O-])c1)C(=O)O (configuration not stated) | 95 | -3 | 4 | 1 | -1 | 18 | -4 | -2.9 | -2 | 1

The list itself, previewed entries included:
mol | ABCB6 inh 2 | m5-HT2A agonist | Glyco luc inh | NOD2-RIPK2 inh | TLR9-MyD88 inh | NCOA2 inhibitor | ABHD5 PLIN5 PPI | MC4R ag barr | MC4R antagonist | H9c2 protect
O=C(OCC1OC2OC3(CCCCC3)OC2C2OC3(CCCCC3)OC12)c1ccccc1 (configuration not stated) | 102 | -3 | -2 | -2 | 0 | 2 | -3 | 1.4 | 10 | -8
CCOc1ccccc1NC(=O)Cn1nnc(C(=O)Nc2ccc(C)cc2)c1N | 96 | -1 | 0 | -5 | -1 | -14 | -5 | 6.2 | -1 | -9
CCOC(=O)C1CCN(S(=O)(=O)c2ccc(C)cc2)CC1 | 109 | -1 | 10 | 2 | -2 | 3 | 2 | -1.2 | -5 | -5
Cc1ccsc1/C=N/N1CCOCC1 | 103 | 8 | 2 | -3 | 1 | -47 | 4 | -2.5 | -4 | 8
Fc1ccc(Cn2cc(C(=S)N3CCOCC3)c3ccccc32)cc1 | 96 | -5 | -3 | 2 | 0 | 7 | 2 | -2.4 | -2 | -2
CC1CCN(Cc2nc(-c3ccc(Cl)cc3)no2)CC1 | 100 | 0 | 0 | 0 | -13 | -8 | -3 | -0.4 | -3 | -5
O=C1OC[C@@H]2CCCN2C(=O)[C@H](CC(=O)N(CCO)Cc2ccccc2)C/C=C\CC[C@@H]1Cc1ccc(F)cc1 | 99 | -2 | 0 | 6 | 5 | 20 | -3 | 0.1 | 3 | 3
COc1cccc(C(=O)N2CCN(Cc3nc(-c4ccoc4)oc3C)CC2)c1 | 98 | -2 | 2 | 2 | 9 | 1 | 7 | -2.6 | 7 | -2
O=C(COC(=O)/C=C/c1nc2ccccc2s1)Nc1cccc(Cl)c1Cl | 95 | 5 | 0 | 5 | 0 | -21 | 0 | -0.6 | 28 | -1
CCCC(CCC(=O)Nc1cccc([N+](=O)[O-])c1)C(=O)O (configuration not stated) | 95 | -3 | 4 | 1 | -1 | 18 | -4 | -2.9 | -2 | 1
C=C(C)COc1ccc2c(C)c(C)c(=O)oc2c1OCC(=C)C | 116 | -8 | 0 | -9 | 6 | 12 | -11 | -1.1 | -3 | -25
CC(C)NC(=O)c1ccc2c(c1)nnn2C | 92 | 3 | 1 | 1 | 1 | -15 | 2 | -1.7 | -8 | -1
CCCCn1nnnc1SCC(=O)Nc1ccc(C)cc1 | 90 | 1 | 0 | -4 | 8 | -29 | 0 | -1.7 | 6 | -8
CC(=O)OCC(=O)c1c[nH]c2ccccc12 | 101 | -2 | 0 | -5 | 14 | -27 | 5 | 1.0 | 0 | -1
CC(=O)N1c2ccccc2[C@@H](C)[C@@H]1C | 95 | 0 | 2 | -5 | 0 | -20 | 5 | 2.0 | 24 | 9
Cc1cccc(NS(=O)(=O)c2ccc(Cl)cc2)n1 | 100 | -1 | -2 | -14 | -16 | 3 | -3 | 0.7 | 18 | -2
COc1ccc(-c2ccc(-c3nnc(Cc4ccc(OC)c(OC)c4)o3)cc2)cc1 | 87 | 1 | -1 | 3 | -12 | -26 | 2 | -1.1 | 3 | -2
Cc1ccc(S(=O)(=O)N2CCCC(c3nc4c(nnn4Cc4ccc5c(c4)OCCO5)c(=O)[nH]3)C2)cc1 (configuration not stated) | 107 | 0 | -3 | -8 | -3 | 0 | -2 | 2.5 | -25 | -1
CCOC(=O)c1ccc(N(CC(=O)NC2CCCC2)C(=O)CNC(=O)c2ccco2)cc1 | 92 | 1 | -2 | -5 | 2 | -25 | 1 | -1.7 | 15 | 6
O=C1C2CC=CCC2C(=O)N1c1ccc(NCCc2ccccc2)c([N+](=O)[O-])c1 (configuration not stated) | 95 | -2 | -2 | -2 | 3 | -15 | -2 | -2.2 | 13 | -16

Continuation.
Short forms: A = ABCB6 inh 2; B = m5-HT2A agonist; C = Glyco luc inh; D = NOD2-RIPK2 inh; E = TLR9-MyD88 inh; F = NCOA2 inhibitor; G = ABHD5 PLIN5 PPI; H = MC4R ag barr; I = MC4R antagonist; J = H9c2 protect
CCC(=O)NC(=Nc1nc2ccccc2s1)NC(=O)CC
  A: 106; B: 5; C: -4; D: 3; E: 6; F: -50; G: 8; H: 0.8; I: 3; J: -7

Nn1c(SCC(=O)NC2CCCCCC2)nnc1-c1ccco1
  A: 99; B: -2; C: 2; D: -4; E: -1; F: -20; G: 3; H: 1.7; I: 13; J: 2

CC(=O)CSc1ncnc2scc(-c3ccc(F)cc3)c12
  A: 103; B: -8; C: 3; D: -1; E: 1; F: 7; G: -2; H: -0.9; I: 6; J: 11

Cc1ccc(C(=O)N[C@H](C(=O)N2CCN(c3ccccc3F)CC2)C(C)C)cc1
  A: 93; B: 7; C: 4; D: 11; E: -5; F: 1; G: 4; H: -0.8; I: 0; J: -3

COc1ccc(C(C(=O)NCC2CCCO2)N(C(=O)c2snc(C(N)=O)c2N)c2ccccc2C)cc1OC (configuration not stated)
  A: 90; B: -3; C: -1; D: -7; E: 3; F: -3; G: -2; H: -0.4; I: 1; J: 2

O=C(Nc1ccc2nn(-c3ccccc3)nc2c1)c1ccco1
  A: 77; B: -3; C: -4; D: 0; E: -8; F: -45; G: 3; H: -0.6; I: 1; J: -10

CCOc1ncccc1C(=O)NNC(=O)c1csc(N2CCOCC2)n1
  A: 104; B: -4; C: 1; D: 5; E: -1; F: -17; G: 5; H: -2.0; I: 4; J: 12

CCN1C=C(C(=O)OC)C(c2cccc(C)c2)C(C(=O)OC)=C1
  A: 104; B: -2; C: 0; D: 5; E: -9; F: 10; G: 5; H: 1.2; I: 0; J: 1

Cc1ccc(-n2nc(-c3ccco3)cc2C(=O)O)cc1
  A: 100; B: 3; C: 0; D: 11; E: -7; F: -5; G: 16; H: 0.6; I: 6; J: 1

NC(=O)[C@@H]1CC2(CC(c3cccc(NC(=O)COc4ccc(Cl)cc4)c3)=NO2)CN1C(=O)COc1ccc(Cl)cc1 (some centres not stated)
  A: 90; B: 0; C: -8; D: -7; E: 10; F: 24; G: -1; H: -1.2; I: 12; J: -12

CN1/C(=C/C=C(/C#N)C(N)=O)C(C)(C)c2ccccc21
  A: 104; B: 0; C: 26*; D: 4; E: -2; F: -2; G: -4; H: -2.5; I: -20; J: -4

COc1ccc(OC)c(NC(=O)CSc2nc(N3CCOCC3)nc(N3CCOCC3)n2)c1
  A: 97; B: -5; C: -1; D: 12; E: -2; F: -67; G: 0; H: -2.0; I: 13; J: 4

COc1ccccc1NC(=O)c1oc2ccc(C)cc2c1C
  A: 101; B: -1; C: -1; D: 1; E: 6; F: -22; G: -7; H: 2.2; I: 14; J: -19

CCc1cccc(Nc2c([N+](=O)[O-])cc(C(=O)N3CC(=O)Nc4ccccc43)cc2[N+](=O)[O-])c1
  A: 102; B: 4; C: 1; D: -2; E: 2; F: -24; G: 5; H: 2.2; I: 9; J: 10

CCOC(=O)[C@H]1[C@H]2COc3ccc(C)cc3[C@@H]2N2C(=O)CN(Cc3ccc(Cl)cc3)C(=O)[C@@]12C
  A: 95; B: 6; C: -1; D: -7; E: -3; F: -2; G: -1; H: 0.0; I: 3; J: 4

CC(C)Oc1cccc(C(=O)Nc2ccc(CN3CCOCC3)cc2)c1
  A: 98; B: 6; C: -4; D: -13; E: 9; F: 9; G: -5; H: 1.0; I: 1; J: 0

CCOc1ccccc1NC(=O)c1ccc2c(c1)C(=O)N(CC1CCCO1)C2=O (configuration not stated)
  A: 93; B: 1; C: 2; D: -4; E: 17; F: 1; G: 2; H: -0.8; I: 5; J: 0

CCc1cccc(NC(=O)C2CCCN(S(=O)(=O)c3cccs3)C2)c1 (configuration not stated)
  A: 94; B: -1; C: 0; D: 3; E: -2; F: 21; G: -4; H: -1.0; I: 5; J: -4

COc1ccc(NS(=O)(=O)c2cc(NC(=O)c3ccccn3)ccc2OC)cc1Br
  A: 96; B: 0; C: 0; D: 4; E: -7; F: 24; G: -7; H: 0.9; I: 10; J: -4

COc1ccc(Cl)cc1C(=O)Nc1ccc(CN2CCCCC2)cc1
  A: 97; B: -6; C: -4; D: 3; E: -3; F: -13; G: -2; H: -2.4; I: 0; J: 1

Cc1cccc(C)c1NC(=O)CN(C)C(=O)c1cc(S(=O)(=O)N(C)C)ccc1N1CCCC1
  A: 99; B: 6; C: 2; D: 2; E: -8; F: -17; G: -2; H: 0.8; I: -5; J: 2

Cc1ccc(-c2nc3ncccc3o2)cc1NC(=O)c1cc2ccccc2o1
  A: 92; B: 5; C: -6; D: -7; E: 8; F: -23; G: 4; H: 2.7; I: 13; J: 37

CC1(C(=O)N(CC(=O)NC2CCCC2)Cc2ccc(Cl)cc2)CC(=O)N=C2C=CC=CN21 (configuration not stated)
  A: 99; B: 4; C: 3; D: -5; E: -3; F: 10; G: 0; H: 1.5; I: 7; J: 3

Cc1cc(/C=C(\C#N)C(=O)O)c(C)n1CC1CCCO1 (configuration not stated)
  A: 96; B: 5; C: 0; D: -16; E: -3; F: -22; G: -2; H: -0.8; I: 12; J: -1

Compound activity (PubChem)

The list is partial (hit frequency here may not be typical).
